SRC2 inh: inhibits human steroid receptor coactivator 2. Q15596. HEK293 GAL4-SRC2 luciferase reporter, luminescence. inhibition, % at 9 µM. 0.17% of 370,000 active;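 active = inhibition above the mean inhibition of all tested compounds plus 3 SD, set per campaign, cut at about 52% in these data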;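 note: 0% = DMSO treated cells and 100% = cells given Gossypol at 36 µM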
TROY NFkB inh: inhibitors of TROY-dependent NF-kB signaling. Q293 LMP1-TROYcd NF-kB luciferase reporter, 4 h. inhibition, % at 10 µM. 0.98% of 360,000 active;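 active = compounds whose plate-normalised and pattern-corrected inhibition of the luciferase reporter signal at the single screening dose is 50% or more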
COUP-TFII inh: inhibitors of human COUP-TFII (NR2F2) | inhibition, % at 8.6 µM | HEK293T NGFI-A luciferase reporter, luminescence | 0.7% of 370,000 active | P24468;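 active = inhibition above a per-plate cutoff, mean inhibition of test wells between control levels plus 3 SD, cut at about 38% in these data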;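 note: cells cotransfected with COUP-TFII expression vector driving the NGFI-A reporter; 0% = median of COUP-TF2 test wells and 100% = reporter-only cells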
Target sequence (P24468 whole entry, looked up): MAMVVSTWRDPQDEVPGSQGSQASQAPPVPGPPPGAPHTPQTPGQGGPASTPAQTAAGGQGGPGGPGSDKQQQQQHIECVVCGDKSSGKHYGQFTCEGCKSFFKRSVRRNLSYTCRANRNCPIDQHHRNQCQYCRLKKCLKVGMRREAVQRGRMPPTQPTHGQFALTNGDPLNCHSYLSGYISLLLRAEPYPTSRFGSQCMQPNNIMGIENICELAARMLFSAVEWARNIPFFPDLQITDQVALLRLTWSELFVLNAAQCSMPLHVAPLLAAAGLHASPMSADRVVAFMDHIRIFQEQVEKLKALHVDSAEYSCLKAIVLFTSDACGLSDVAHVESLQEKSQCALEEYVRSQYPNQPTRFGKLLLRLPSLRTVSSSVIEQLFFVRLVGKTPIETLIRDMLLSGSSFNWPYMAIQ
LRH-1 inv ag: suppresses constitutive activity of human LRH-1. O00482. HEK293T StAR-luciferase reporter, LRH-1 transfected, 24 h. inhibition, % at 3.6 µM. 0.13% of 360,000 active;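 active = inhibition above the mean inhibition of all tested compounds plus 3 SD, cut at about 73% in these data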;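 note: 0% = DMSO wells and 100% = reporter-only cells lacking LRH-1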
Target sequence (O00482 whole entry, looked up): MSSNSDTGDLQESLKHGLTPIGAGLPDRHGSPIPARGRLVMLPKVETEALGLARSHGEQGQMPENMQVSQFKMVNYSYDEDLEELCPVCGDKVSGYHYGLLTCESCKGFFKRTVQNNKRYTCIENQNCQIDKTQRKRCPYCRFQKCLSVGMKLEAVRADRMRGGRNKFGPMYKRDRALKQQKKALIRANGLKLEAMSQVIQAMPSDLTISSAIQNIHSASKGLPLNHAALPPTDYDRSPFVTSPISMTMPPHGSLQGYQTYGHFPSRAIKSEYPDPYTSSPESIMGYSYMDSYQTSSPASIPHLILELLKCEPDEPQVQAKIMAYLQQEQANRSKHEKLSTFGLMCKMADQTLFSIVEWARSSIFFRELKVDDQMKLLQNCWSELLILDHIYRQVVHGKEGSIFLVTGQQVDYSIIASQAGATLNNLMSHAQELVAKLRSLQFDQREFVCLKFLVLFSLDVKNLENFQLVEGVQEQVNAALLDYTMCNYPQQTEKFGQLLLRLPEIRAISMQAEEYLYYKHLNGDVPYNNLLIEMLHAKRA
TLR9-MyD88 inh: blocks human TLR9 binding to MyD88 | CHO BLA complementation TLR9-MyD88, CCF4 FRET ratio | inhibition, % at 4.98 µM | 0.21% of 340,000 active;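 active = inhibition above the mean over all tested compounds plus 3 SD, cut at about 21% in these data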;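 note: 0% = DMSO only wells and 100% = clavulanate BLA inhibitor control wells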
NCOA1 inh: inhibits human SRC1 coactivator; Q15788; HEK293 GAL4-SRC1 luciferase reporter, luminescence; inhibition, % at 3.6 µM; 0.12% of 360,000 active;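 active = inhibition above the campaign mean plus 3 SD, with each screening campaign given its own cutoff, cut at about 60% in these data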;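 note: 0% = DMSO treated cells and 100% = gossypol at 36 µM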
SRC3 inh: human NCOA3 inhibition. Q9Y6Q9. HEK293 GAL4-SRC3 luciferase reporter, luminescence. inhibition, % at 3.6 µM. 0.17% of 360,000 active. AID 588352;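 active = inhibition above a per-campaign cutoff, the mean of all compounds plus 3 SD, cut at about 60% in these data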;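 note: 0% = DMSO-treated cells and 100% = gossypol-treated cells at 36 µM; higher means less SRC3-driven luciferase light from the GAL4 reporter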
Vif inh: inhibitors of HIV Vif | inhibition, % at 7.49 µM | AID 602346 | 0.35% of 340,000 active | HEK293T cells, Vif self-association by quenched fluorescence, imaging, 24 h; in the data active = inhibition above about 50%, passing the limit was not always enough; inconclusive = no clear call, values can overlap the other calls; inactive = below about 31%; note: some results filed as inactive read as strong as hits
NOD2-RIPK2 inh: blocks binding of human NOD2 to RIPK2 | CHO BLA complementation NOD2-RIPK2, CCF4 ratio | 0.38% of 360,000 active | inhibition, % at 4.98 µM | O43353 | AID 624267; in the data active = inhibition above about 21%;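 note: 0% = vehicle only and 100% = reference blocker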
EBV LMP1 NFkB: Epstein-Barr LMP1 NF-kappaB reporter inhibition | 0.69% of 350,000 active | LMP1-induced NF-kappaB luciferase reporter cells, luminescence | inhibition, % at 12.5 µM; in the data active = inhibition above about 41%; inconclusive = no clear call, values can overlap the other calls;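 note: 0% = neutral control wells and 100% = reference inhibitor control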
TRAIL sens C8: caspase-8 TRAIL sensitization; NB7+C8 cells + TRAIL, ATPlite viability luminescence; inhibition (viability loss, TRAIL sensitization), % at 10 µM; 1% of 360,000 active; AID 624354;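 active = compounds causing at least 50% loss of cell viability in the single-dose screen, relative to plate controls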
* = called active by the depositor; ? = inconclusive; . = no result given. A portion of the library; the hit share may differ from the screen's.

SMILES	SRC2 inh	TROY NFkB inh	COUP-TFII inh	LRH-1 inv ag	TLR9-MyD88 inh	NCOA1 inh	SRC3 inh	Vif inh	NOD2-RIPK2 inh	EBV LMP1 NFkB	TRAIL sens C8
O=C(C1CCN(S(=O)(=O)c2cc(Cl)ccc2Cl)CC1)N1CCOCC1	-12.3	4.4	3.7	0.9	0.7	20.6	4.1	9.5	0.0	-9.8	6.3
CC(C)CC1NC(=O)N(CC(=O)Nc2ccc(OCc3ccccc3)cc2)C1=O (centres undefined)	5.5	-18.2	-14.0	-10.5	-3.9	-6.6	-6.1	-11.0	-4.4	-7.0	4.8
CC(C)CN(C(=O)CN(C)S(=O)(=O)c1ccc(Cl)cc1)C1CCS(=O)(=O)C1 (centres undefined)	-1.4	3.3	4.0	-5.5	10.2	1.5	-20.1	1.5	3.1	2.5	-2.7
O=C(C1=C[C@@H](C2CCCCC2)C[C@@H](OCc2ccc(CO)cc2)O1)N1CCN(Cc2ccc3c(c2)OCO3)CC1	10.2	16.4	4.3	41.0	-6.5	12.6	-15.5	-1.5	9.2	1.0	13.6
CCn1c(=O)cc(N2CCN(C(=O)c3ccco3)CC2)[nH]c1=O	-1.2	3.3	-6.9	0.9	3.0	-1.8	-0.2	.	-1.5	-1.3	-0.5
O=C(OC1CCOC1=O)c1cccc(S(=O)(=O)Nc2cccc(Cl)c2)c1 (centres undefined)	1.2	-6.2	-6.2	-7.3	-2.8	7.5	11.9	1.0	6.7	-9.2	-1.9
COc1ccc(C)cc1S(=O)(=O)N1CCCC(C(=O)N2CCN(c3ccccc3F)CC2)C1 (centres undefined)	-14.9	9.8	14.0	13.3	-7.2	-3.8	-16.6	-2.8	-6.3	13.0	23.4
Cc1ccc(NC(=O)c2ccc(OC(=O)c3cc4ccccc4o3)cc2)cc1	-48.9	-78.9	-44.9	-44.4	-0.8	-61.8	-81.8	.	3.0	-31.8	35.3
COc1ccccc1-c1cc2c(c3c1ccn3C)C1CCC2O1 (centres undefined)	3.5	-9.6	4.1	-22.1	.	14.2	5.8	.	-1.3	.	2.6
CCOc1ccc(CCNC(=O)CS(=O)(=O)Cc2nc(-c3ccc(OC)cc3)oc2C)cc1	-23.5	-2.6	-1.8	-2.4	-13.4	-7.0	10.6	-1.4	-8.5	4.9	-10.8
CCOc1ccccc1OCCCCCc1c(C)n[nH]c1C	9.7	13.7	26.4	-14.8	-9.5	-17.8	-11.8	-8.7	4.9	-6.7	-2.3
Cn1c(=O)c2c(ncn2CCOC(=O)C(C)(C)Oc2ccc(Cl)cc2)n(C)c1=O	3.7	9.8	8.4	24.4	-7.3	4.3	-8.2	-9.1	-10.1	0.0	-14.1
COc1cc(-c2nc(S(=O)(=O)c3ccc(C)cc3)c(N3CCOCC3)o2)cc(OC)c1OC	12.0	-24.1	1.4	-7.8	-2.1	3.5	9.1	-1.0	6.2	4.9	18.4
COCCCn1c(SCC(=O)N2CCc3ccccc32)nnc1-c1ccco1	-9.2	3.6	3.7	-0.8	5.5	0.6	1.5	0.5	-4.0	-5.3	-4.0
Cc1cccc(NC(=O)CCCn2c(=S)[nH]c3ccccc3c2=O)c1	-5.3	4.5	-0.5	-2.0	0.3	-32.2	-0.4	0.0	-10.3	4.6	4.0
Cc1nc(C)n(C(C)CNS(=O)(=O)c2ccc(Cl)cc2)n1 (centres undefined)	-12.3	-4.5	5.4	2.6	-2.7	-5.5	13.2	25.8	-1.5	5.1	-11.2
CNc1nc(SCc2ccccc2)nc(N2CCOCC2)n1	-20.6	1.2	8.1	-13.0	-14.0	-9.8	9.3	0.0	1.3	-3.6	-12.2
CCOC(=O)CNC(=O)CSc1cc(C)nc2ccc(OC)cc12	5.6	3.0	-0.3	5.2	2.6	4.7	17.5	8.4	-5.3	-4.6	0.7
CCOc1nc(Nc2ccc(F)cc2)nc(N2CCN(c3ccc(OC)cc3)CC2)n1	-32.8	-14.2	16.6	15.2	5.4	2.4	-0.4	-12.1	12.5	-14.7	1.0
O=C(NCCS(=O)(=O)N1CCCCCC1)c1ccc(F)cc1	-30.4	-14.5	-1.9	11.5	-4.0	-7.7	4.6	-3.4	-8.6	-8.7	-8.1
Cc1ccc(NC(=O)c2cc(-c3cccs3)on2)cc1	-50.3	-66.3	-13.1	-11.2	-1.5	-44.1	1.5	-2.7	7.0	-7.1	-13.1
COc1ccc(NC(=O)CCNS(=O)(=O)c2ccccc2F)cc1S(N)(=O)=O	1.3	-27.2	-10.2	-17.0	-16.5	-3.6	-8.8	-5.0	-13.0	-7.0	-24.0
CCOC(=O)c1cn[nH]c1NC(=S)Nc1ccc(OC)cc1	-13.9	61.7*	-0.7	-51.8	3.9	-20.8	-4.2	3.7	-3.0	15.2	67.1*
CCn1c(CNc2ccc(F)cc2)nnc1SCCN1CCCCC1	14.5	2.8	3.6	-6.5	-6.1	2.1	2.3	6.1	-4.1	-1.6	-1.9
COc1ccccc1NC(=O)C1CCN(S(C)(=O)=O)CC1	2.3	-14.3	-21.5	-12.2	3.7	15.2	3.4	10.0	1.4	-25.3	-9.9
CCN1CCN(C(c2cccs2)C(C)NC(=O)c2ccccc2OC)CC1 (centres undefined)	-35.0	0.8	6.9	-1.4	10.9	-9.7	4.9	-7.2	-6.8	7.7	-14.1
COC(=O)Cc1c(C)c2ccc(OCC(=O)NCc3ccc4c(c3)OCO4)cc2oc1=O	6.1	6.1	13.9	-0.4	-14.3	-10.8	11.6	-2.2	-7.2	1.8	2.5
O=C(CNC(=O)c1ccco1)NCC(=O)OCc1ccc(Cl)cc1	-19.5	-14.9	10.6	6.4	1.3	-6.9	-6.9	12.5	5.6	1.4	-5.4
CCOC(=O)C1=CN(Cc2cccc(F)c2)S(=O)(=O)NC1c1ccccc1 (centres undefined)	0.7	5.2	1.9	16.5	-1.7	-16.2	-24.1	?	7.7	-7.6	-10.8
C[C@@H]1ON(C)[C@H]2C[C@H]3c4cc(N5CCN(C)CC5)ccc4CCN3C(=O)[C@@H]12	-15.5	-1.6	-8.7	-15.0	1.9	5.3	1.9	-1.3	4.5	-1.7	-6.6
COc1ccc([N+](=O)[O-])cc1NCc1cccnc1	-0.1	-11.7	-3.9	-19.5	1.1	-9.6	7.4	-2.0	9.8	-3.5	0.3
Cc1ccc2nc(-c3ccncc3)c(NC3CCCCC3)n2c1	2.0	16.1	14.8	0.7	-5.2	-3.5	-9.3	4.7	-1.0	5.7	1.8
CCN(CC(=O)NC(=O)Nc1ccccc1F)Cc1ccccc1	1.4	-25.8	19.2	-11.0	6.4	-8.6	3.5	0.1	-3.9	-4.9	3.8
O=C1CCCC2=C1Sc1ccccc1N2	-3.4	24.2	-23.2	11.5	.	-11.4	8.5	-2.0	-13.0	2.3	-8.5
CC(C)CCOP(=O)(c1ccc(N(C)C)cc1)C(O)c1ccccc1F (centres undefined)	9.9	0.7	-15.3	4.0	-7.3	-3.9	3.6	-0.2	-0.6	6.2	-2.4
OCCNCCO	7.1	0.9	-16.0	7.3	-6.6	-5.1	12.8	-7.3	-2.8	2.5	6.4
Clc1ccc(-c2nnc(-c3cccnc3)o2)cc1	-57.6	-48.4	-42.0	-70.2	-11.2	-100.1	-78.5	-1.2	4.4	-9.9	-15.9
Cn1cc([N+](=O)[O-])c(C(=O)N2CCN(Cc3ccc4c(c3)OCO4)CC2)n1	-12.4	7.1	2.4	3.7	-5.9	-26.8	8.5	.	-26.1	-0.6	4.1
CCOC(=O)/C(C#N)=C1/C=C(C)NC(c2ccccc2O)=N1	-1.9	54.0*	3.8	11.1	-7.2	0.1	9.4	.	-4.2	-8.7	-0.3
COc1ccc(CCN(Cc2nc3ccccc3c(=O)[nH]2)C(=O)C2CC2)cc1	18.4	-16.2	25.4	21.5	-0.3	-1.1	13.7	38.4	2.4	-5.8	3.6
CC(C)NC(=O)c1ccc(CN2CCc3ccccc3C2)cc1	-21.8	-11.6	7.2	13.7	5.7	-3.9	-9.8	-1.9	10.8	0.0	-6.3
CC(=O)c1c(O)c2ccccc2n(C(C)C)c1=O	12.7	13.1	-6.7	-2.3	4.8	4.2	3.7	-1.1	-0.8	-0.4	1.9
O=C(NCc1cccnc1)/C(=C/c1ccc(-c2cccc(C(F)(F)F)c2)o1)NC(=O)c1ccccc1	4.6	3.2	10.8	-4.2	0.7	4.5	16.9	6.9	1.7	-0.5	-6.0
COC(=O)C(C(=O)NCC1CCCO1)C1CCCCCC1 (centres undefined)	-11.4	10.2	0.2	-4.2	-4.8	-5.0	5.8	-4.2	-1.6	-19.2	-3.6
COc1cccc(NC(=O)CSc2nc3c(sc4ccccc43)c(=O)n2CCCN2CCCC2)c1	-33.0	-18.1	-17.8	-16.7	2.7	-15.5	7.6	-7.2	1.8	-1.4	32.9
Cc1cc(NC(=O)c2ccc(Br)c([N+](=O)[O-])c2)no1	-3.1	-11.3	-11.7	-15.8	-6.0	-2.7	8.2	-2.4	-1.0	8.2	2.0
CC(C)(C)C(=O)N1CCC(O)(CS(=O)(=O)c2ccc(Cl)c(Cl)c2)CC1	-11.2	-14.1	-3.9	-2.2	-9.3	12.0	10.7	-1.7	3.3	-1.2	1.8
COC(=O)Cc1c(C)nc2nc(-c3ccco3)[nH]n2c1=O	-9.9	-16.2	7.6	4.4	-5.6	1.5	3.5	-20.4	-11.6	-1.6	8.8
O=[N+]([O-])c1ccc(N2CCNCC2)cc1Sc1nc2ccccc2[nH]1	-31.4	-37.3	1.0	14.4	9.3	-9.0	18.1	-1.7	-4.0	5.2	-1.7
CCOc1ccc2nc(NS(=O)(=O)c3cccs3)sc2c1	0.3	-45.1	-1.9	3.5	-1.4	2.7	-7.5	-3.3	0.7	10.9	15.5

Other results follow:
SMILES	SRC2 inh	TROY NFkB inh	COUP-TFII inh	LRH-1 inv ag	TLR9-MyD88 inh	NCOA1 inh	SRC3 inh	Vif inh	NOD2-RIPK2 inh	EBV LMP1 NFkB	TRAIL sens C8
COc1ccc(Cl)cc1Nc1nnc(-c2ccncc2)s1	18.9	5.2	6.9	18.2	6.2	7.7	-42.8	17.4	3.1	4.0	10.1
CCC(C)NC(=O)N[C@@H](Cc1ccccc1)C(=O)O (some centres undefined)	-23.8	17.8	-14.8	-7.5	-1.8	-3.5	-0.1	5.6	-6.8	-3.7	7.7
CC1(C)C[C@H](O)[C@]2(CO)CC[C@]3(C)C(=CCC4[C@@]5(C)CC[C@H](O)C(C)(C)C5CC[C@]43C)[C@@H]2C1 (some centres undefined)	-4.5	1.6	18.1	11.3	5.9	-17.5	-1.4	-11.9	1.8	0.3	-4.3
O=C(CCCCCN1C(=O)[C@@H]2Cc3ccccc3CN2C1=O)Nc1cccc(F)c1	6.4	12.2	18.9	-9.3	-5.0	-3.4	8.0	-2.7	2.6	2.1	-0.3
C=CCNC(=S)N1CCC(Cc2ccccc2)CC1	38.7	-2.4	-5.2	-13.2	-11.1	14.9	7.0	-8.4	-10.5	1.5	-0.4
